# High-throughput results: PubChem, several laboratories
# K1F lysis inhibition: inhibition of K1F phage lysis, E. coli UTI89, bacterial capsule biogenesis inhibitors, alamar blue (AID 488966); E. coli UTI89 K1F phage lysis, alamar blue, 2 h; higher % means a stronger effect; inhibition, % at 100 µM; hits with a dose series show IC50 in µM; actives 0.02% (n = 340,000);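 active = phage lysis inhibition, versus mean bacterial control, above a set limit; inconclusive = no clear call, values can overlap the other calls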;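 note: capsule biogenesis inhibitors block K1F phage lysis so surviving cells raise fluorescence; higher fluorescence means more inhibition of phage lysis; actives were called in the ten point dose series up to 300 µM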
# P. falciparum M1AAP: malaria alanyl aminopeptidase activity blockers – biochemical, fluorogenic H-Leu-NHMec substrate, 1536-well (AID 1445); recombinant M1AAP, H-Leu-NHMec fluorogenic kinetic assay; higher % means a stronger effect; inhibition, % at 30 µM; hits with a dose series show IC50 in µM; actives 0.42% (n = 220,000);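 active = primary inhibition above the hit cutoff, then over 50% inhibition at one or more dose response concentrations, cut at about 23% in these data, passing the limit was not always enough; inconclusive = conflicting primary data, or primary hits not chosen for dose response; inactive = low primary inhibition, or under 50% at every dose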;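 note: plate controls were DMSO full reaction for no effect and no enzyme background for full effect; strong numbers were not always called active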
# PMI inhibitors: inhibitors of human PMI, primary screen, biochemical, fluorescence intensity, coupled assay (AID 1209) | purified PMI enzyme, coupled fluorescence intensity; higher % means a stronger effect | one-dose inhibition, % at 20 µM; IC50 in µM for titrated hits | actives 0.42% (n = 190,000);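 note: plate controls were DMSO vehicle for no effect and wells lacking substrate for full effect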
# Myeloid diff 2: myeloid differentiation induction. ER-HoxA9 myeloid progenitors, lysozyme-GFP differentiation, flow cytometry. calls only at 10 µM. actives 1% (n = 360,000). AID 624256;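 active = normalized GFP-positive differentiation at or above the plate's own cutoff, the solvent-only control mean plus 3 SD; inconclusive = no clear call, values can overlap the other calls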;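 note: cells exposed to compound for four days before flow analysis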
# CSM14.1 death rescue: protection against thapsigargin-triggered cell killing – 384-well, CSM14.1, ATP luminescence, primary screen (AID 1222). cellular ATP content (survival), % at 20 µM, or EC50 in µM where a hit was titrated. CSM14.1 thapsigargin-induced death rescue, ATP luminescence; higher % means a stronger effect. 190,000 tested, under 10 active;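 active = EC50 below 50 µM in the dose-response confirmation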;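 note: death triggered by thapsigargin at about 15 µM added after 2 h compound pretreatment; cell ATP read after overnight thapsigargin exposure of roughly 18 to 22 hours; normalized against plate controls of thapsigargin alone and 5% DMSO vehicle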
# Lipid droplet: hepatic lipid droplet formation modulation | AML12 mouse hepatocytes, oleate lipid droplets, BODIPY imaging | inhibition, % at 6.5 µM | actives 0.4% (n = 240,000) | AID 1656;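 active = lipid droplet intensity inhibited by at least 50%, with more than 500 cells counted; inconclusive = wells with under 300 cells, treated as cytotoxic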
#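 material = mouse AML12 hepatocyte cell line, fixed after treatment | also added = 100 µM oleic acid challenge | doses = compound at 6.5 µM only | schedule = overnight exposure | technique = Image-based BODIPY and DAPI two-channel analysis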
# human PMI inhibitors: MPI inhibition at elevated mannose 6-phosphate – biochemical, fluorescence intensity, high mannose 6-phosphate, primary screen (AID 1220); recombinant PMI enzyme, coupled fluorescence intensity; higher % means a stronger effect; inhibition, % at 20 µM; hits with a dose series show IC50 in µM; actives 0.66% (n = 190,000)
# TNAP activation fold: stimulation of alkaline phosphatase TNAP activity – biochemical, luminescent, no phosphate acceptor, uHTS, primary screen (AID 1001). purified TNAP, luminescent activation assay, no phosphate acceptor; higher activation fold means a stronger effect. activation fold at 20 µM; hits with a dose series show EC50 in µM. actives 0.03% (n = 200,000); in the data active = activation fold from about 3, or a potency from the dose series; inactive = the rest, 99 in 100 with activation fold below about 1.6; note: many of its hits are not listed in these tables
# WT yeast gro inh: growth inhibition of WT yeast, mitochondrial fusion screen. actives 2.1% (n = 190,000). mitochondrial fusion phenotypic screen, WT strain. inhibition, % at 10 µM. AID 1362; in the data active = inhibition above about 58%; tested in S. cerevisiae
# WT yeast gro inh mutant strain: second read-out of WT yeast gro inh, no call of its own (marks repeat the call); inhibition, %; mitochondrial fusion phenotypic screen, mutant strain inhibition
# Lipid droplet cells 6.5 µM: recorded beside Lipid droplet, whose call it bears; cell count; measured here: cell count, cytotoxicity flag;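 cells counted across two imaged fields per well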
# Myeloid diff 2 GFP+ MAC1+ %: further read-out of Myeloid diff 2, marked with its call; GFP+ MAC1+ double positive, %; measured here: differentiation confirmed by MAC1 staining
# Numbers without * were called inactive; i = inactive; u = inconclusive; x = not tested or not shown; + = active, no number; [ ] = another dose, or the depositor's remark. Cut-off read from the data, not from the text of the source, unless noted: active = inhibition above about 50%; inactive = the rest.
No.	SMILES	K1F lysis inhibition	P. falciparum M1AAP	PMI inhibitors	Myeloid diff 2	Myeloid diff 2 GFP+ MAC1+ %	CSM14.1 death rescue
1	COc1ccc(C2CC(c3ccc4ccccc4c3)=NN2C(=O)CN2CCC(C(N)=O)CC2)cc1 (stereo unspecified)	0.0%	5%	-19%	i	0.4	x
2	COc1ccc(C)cc1NC(=O)C1CCCCC1C(=O)O (stereo unspecified)	-0.8%	7%	-9%	i	1.2	-1.2%
3	O=C(CN(C(=O)CCC(=O)Nc1ccccn1)c1ccc2c(c1)OCO2)NCc1ccco1	-0.1%	4%	3%	i	0.4	1.1%
4	CCn1c(SCC(=O)Nc2cc(C)on2)nnc1-c1ccncc1	0.0%	1%	3%	i	4.7	1.0%
5	O=C1c2cccc3cccc(c23)C(=O)N1CCCc1n[nH]c(=S)n1-c1ccccc1	0.1%	18µM*	0%	i	0.5	1.6%
6	Cc1cccc(NC(=O)C(c2ccccc2Cl)N2CCOCC2)c1 (stereo unspecified)	-2.0%	-3%	-1%	i	0.7	0.6%
7	NC(=O)CN1CCN(S(=O)(=O)c2ccc(Br)cc2)CC1	-0.6%	-3%	-17%	i	0.9	-3.4%
8	Cc1nc(C/C(=N\N)c2ccc(O)cc2O)cs1	-0.3%	3%	-55%	i	0.4	0.1%
9	CC(C)Oc1ccc(C2CC(=O)N(c3ccc(C(=O)O)cc3)C2=O)cc1 (stereo unspecified)	-0.7%	2%	x	i	0.0	-0.1%
10	Cc1nc(N2CCCCC2)sc1C(=O)c1ccc(Cl)c([N+](=O)[O-])c1	x	4%	-8%	x	x	-0.2%
11	COc1ccc(C2NC(=O)c3n[nH]c(C)c32)c(OC)c1 (stereo unspecified)	0.5%	4%	-3%	i	3.0	-0.7%
12	O=C(NC1CCS(=O)(=O)C1)C1CCCN(S(=O)(=O)c2ccc(Cl)cc2)C1 (stereo unspecified)	2.0%	6%	16%	i	0.2	-0.2%
13	CC1CCC2(CC1)NC(=O)N(CC(=O)c1cccn1C)C2=O (stereo unspecified)	3.0%	0%	8%	i	0.6	-1.0%
14	CC(C)(C)C(=O)NC(=S)Nc1ccccc1C(=O)Nc1ccccc1	3.0%	4%	-3%	i	2.5	-1.1%
15	CCCc1c2ccccc2nc2ccccc12	2.5%[50 µM]	5%	7%	i	0.2	-1.2%

No.	Lipid droplet	Lipid droplet cells 6.5 µM	human PMI inhibitors	TNAP activation fold	WT yeast gro inh	WT yeast gro inh mutant strain
1	32	686	-18%	1.1	-12	5
2	x	x	0%	1.1	-2	9
3	x	x	10%	1.2	-15	-22
4	x	x	2%	1.2	-10	8
5	-12	634	-7%	1.3	9	0
6	-36	746	-1%	1.1	5	-14
7	2	641	-8%	1.2	10	7
8	-15	694	-128%	1	-14	3
9	-38	651	x	1.1	-8	14
10	18	688	19%	1	24	25
11	x	x	0%	1.1	10	2
12	-2	573	8%	1.1	0	0
13	x	x	7%	1.1	-10	-20
14	x	x	-9%	2.6	-1	2
15	-5	731	13%	1	27	22

# The listing continues.
No.	SMILES	K1F lysis inhibition	P. falciparum M1AAP	PMI inhibitors	Myeloid diff 2	Myeloid diff 2 GFP+ MAC1+ %	CSM14.1 death rescue
16	CC12CCC(C(=O)Nc3nccs3)(OC1=O)C2(C)C (stereo unspecified)	-0.1%	-2%	-4%	i	0.9	-0.7%
17	COc1cccc(C(=O)C2CCCN(Cc3cn(C)nc3-c3ccccc3)C2)c1 (stereo unspecified)	0.3%	-3%	10%	i	0.6	-2.0%
18	CCN(CC)S(=O)(=O)c1cccc(NC(=O)c2ccc(SC)cc2OC)c1	-0.1%	3%	10%	i	0.0	-1.2%
19	COc1ccccc1OCCNC(=O)C(=O)c1c[nH]c2ccccc12	2.0%[50 µM]	5%	x	i	0.8	x
20	CCC(=O)Nc1ccc(N2CCN(C(=O)c3ccccc3C)CC2)cc1	6.0%	8%	14%	i	7.2	-1.3%
21	COc1ccc(/C=C/C(=O)O)cc1S(=O)(=O)N1CCCc2ccccc21	-3.1%	7%	-2%	i	0.1	1.0%
22	COc1ccc(OCC(=O)NNC(=O)Cc2coc3cc(OC)ccc23)cc1	-0.3%[50 µM]	-4%	1%	i	0.0	-3.2%
23	COc1cc(N2CCCC2)ccc1C=O	0.4%	x	13%	i	0.8	2.4%
24	O=C(CSc1nn(-c2ccccc2)c(=S)s1)Nc1ncccn1	-0.2%	0%	6%	i	0.3	-1.4%
25	O=C(CCN1C(=O)C2C3C=CC(C3)C2C1=O)N1CCCCC1 (stereo unspecified)	0.4%	12%	0%	i	0.4	-1.8%
26	N#C/C(=C/c1ccc(-c2ccc(C(=O)O)c(Cl)c2)o1)C(=O)NCC1CCCO1 (stereo unspecified)	-1.2%[50 µM]	15%	-17%	i	0.1	14%
27	COC(=O)c1ccccc1NC(=O)CNC(=O)c1ccco1	0.0%	7%	8%	i	0.6	-2.5%
28	COc1ccc(C)cc1NC(=O)N1CCCc2ccccc21	0.7%	6%	2%	i	0.2	3.1%
29	CC1CCc2nn(CC(=O)NCc3ccco3)cc2C1 (stereo unspecified)	-1.8%	-3%	11%	u	x	x
30	O=C(/C=C/c1ccco1)N1CCN(S(=O)(=O)c2cccs2)CC1	0.2%	1%	x	i	0.8	x

No.	Lipid droplet	Lipid droplet cells 6.5 µM	human PMI inhibitors	TNAP activation fold	WT yeast gro inh	WT yeast gro inh mutant strain
16	x	x	-6%	1.2	8	2
17	-15	688	2%	1.1	-11	0
18	-17	653	8%	1.1	6	5
19	-17	740	x	x	x	x
20	-3	752	9%	1.1	-7	-13
21	-4	662	-2%	1.1	4	26
22	7	617	-7%	2.1	6	10
23	11	712	23%	1.1	-13	-12
24	-2	734	20%	1.1	9	-15
25	-11	663	6%	1	-13	8
26	10	691	-23%	1	4	2
27	7	729	6%	1.2	-3	-23
28	-6	696	12%	1.1	14	-1
29	16	674	15%	1	-16	5
30	-13	700	x	x	x	x

# (more compounds)
No.	SMILES	K1F lysis inhibition	P. falciparum M1AAP	PMI inhibitors	Myeloid diff 2	Myeloid diff 2 GFP+ MAC1+ %	CSM14.1 death rescue
31	Cc1ccc(C(=O)N/C(=C/c2ccc(-c3cc(C(F)(F)F)ccc3Cl)o2)C(=O)NCc2cccnc2)cc1	0.8%	6%	15%	i	7.4	8.5%
32	CC(NC(=O)COC(=O)c1ccccc1Nc1ccccc1)c1ccccc1 (stereo unspecified)	0.5%[50 µM]	4%	5%	i	2.8	-2.5%
33	CCC(C)NCCCCOc1ccc(C)cc1[N+](=O)[O-] (stereo unspecified)	4.9%	-3%	4%	i	0.6	-2.8%
34	N#CC1(c2ccccc2)CCCN1C(=O)c1ccccc1Cl (stereo unspecified)	0.6%	4%	-3%	i	0.6	-2.3%
35	CC(=O)n1cc([C@@H]2C=C(C(=O)NCc3ccccc3)O[C@H](OCc3ccc(CO)cc3)C2)c2ccccc21	-1.1%	2%	x	i	0.0	x
36	CCOC(=O)C(=O)NNc1ccc(Cl)cc1	0.1%	-2%	-70%	i	0.1	-3.2%
37	O=C(c1ccco1)N1CCN(c2ncnc3c2[nH]c2ccc(Cl)cc23)CC1	x	11%	4%	x	x	-4.7%
38	COc1ccc(C2/C(=C(/O)c3ccccc3)C(=O)C(=O)N2c2ccccn2)c(OC)c1 (stereo unspecified)	0.1%	9%	10%	i	1.2	-1.5%
39	COc1ccc(CC(=O)OC(C)CN2CCOCC2)cc1 (stereo unspecified)	-1.0%	-2%	-9%	i	0.2	0.9%
40	Cc1ccc(C2CC(=O)N3CN(Cc4ccco4)CSC3=C2C#N)cc1 (stereo unspecified)	1.2%	6%	30%	i	1.1	0.6%
41	O=C(NCc1ccccn1)C1CCN(S(=O)(=O)c2cccs2)CC1	6.3%	2%	8%	i	0.6	-0.7%
42	O=C(COc1ccccc1C(=O)c1cnn(-c2ccccc2)c1)Nc1ccc2ccccc2c1	3.2%	2%	27%	i	0.6	-2.0%
43	Cc1sc2nc(CSc3nnnn3-c3ccc(Cl)cc3)[nH]c(=O)c2c1C	3.0%[50 µM]	11%	2%	+	0.8*	-2.6%
44	CCCC(=O)Nc1ccc(NC(=O)c2ccccc2Cl)nc1	1.0%	4%	2%	i	0.8	-0.1%
45	COc1ccc(C2/C(=C(\O)c3ccc4c(c3)OCCO4)C(=O)C(=O)N2CCCN(C)C)c(OC)c1 (stereo unspecified)	-0.2%	x	6%	i	0.6	0.3%
46	CC(C)CCNC(=O)C(c1ccco1)N(CCCO)C(=O)Cn1nnc(-c2ccc(F)cc2)n1 (stereo unspecified)	-0.3%	3%	1%	i	0.4	0.5%
47	COC(=O)c1ccc(CSc2nnc(SCc3ccc(C(=O)OC)o3)s2)o1	0.3%	-3%	7%	i	7.5	0.1%
48	CC(=O)Nc1nonc1NC(=O)CSc1ncn[nH]1	0.1%	20%	-2%	i	0.9	-1.2%

No.	Lipid droplet	Lipid droplet cells 6.5 µM	human PMI inhibitors	TNAP activation fold	WT yeast gro inh	WT yeast gro inh mutant strain
31	x	x	14%	1.2	-12	4
32	4	644	-6%	1.1	9	-13
33	x	x	1%	1.2	-11	-58
34	11	797	-6%	1.1	-9	5
35	-7	725	x	x	x	x
36	5	694	-155%	1.1	62	63
37	x	x	1%	1	-8	-6
38	x	x	4%	1.1	36	15
39	7	713	-1%	1.1	9	0
40	x	x	63%*	1.1	-7	-16
41	x	x	8%	1.1	-8	-1
42	-5	616	8%	1.1	22	-7
43	5	611	6%	1.1	-4	-7
44	5	777	-3%	1	-12	11
45	x	x	8%	1.1	x	x
46	0	668	-5%	1.1	-4	-11
47	x	x	8%	1.1	9	0
48	x	x	1%	1.2	-13	-10

# As a short view, some entries already given.
No.	SMILES	K1F lysis inhibition	P. falciparum M1AAP	PMI inhibitors	Myeloid diff 2	Myeloid diff 2 GFP+ MAC1+ %	CSM14.1 death rescue
42	O=C(COc1ccccc1C(=O)c1cnn(-c2ccccc2)c1)Nc1ccc2ccccc2c1	3.2%	2%	27%	i	0.6	-2.0%
43	Cc1sc2nc(CSc3nnnn3-c3ccc(Cl)cc3)[nH]c(=O)c2c1C	3.0%[50 µM]	11%	2%	+	0.8*	-2.6%
44	CCCC(=O)Nc1ccc(NC(=O)c2ccccc2Cl)nc1	1.0%	4%	2%	i	0.8	-0.1%

No.	Lipid droplet	Lipid droplet cells 6.5 µM	human PMI inhibitors	TNAP activation fold	WT yeast gro inh	WT yeast gro inh mutant strain
42	-5	616	8%	1.1	22	-7
43	5	611	6%	1.1	-4	-7
44	5	777	-3%	1	-12	11
